BRCA1 expr up: activators of BRCA1 expression; Potency, µM (titrated, usually from 46.1 µM), without a hit: at the highest dose activation, hits mostly activators; MCF7-BRCA1-FFLuc reporter, luminescence, 48 h; response scale: scaled: vehicle 0%, 10 µM genistein 100%; 1.1% of 380,000 active; AID 624202; active means well fitted activation curve with a large enough effect; inconclusive means small, poorly fitted or top-dose-only effect; inactive means no such curve, though single readings can be large or run the other way; further: nearly all actives have a fitted effect of over 80% in size; some results filed as inactive show a strong effect at the top dose
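Quantitative HTS in MCF7 cells stably reporting BRCA1 expression via firefly luciferase. Compound treatment lasts 48 h at 37 °C in phenol-red free MEM. Activation is expressed relative to genistein at 10 microM and DMSO.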
The depositor's hits bear a star; u = inconclusive. Potency means the concentration at half of the fitted maximal effect. This is a subset; count on the stated rates, not on these rows.

SMILES	BRCA1 expr up
O=C1NC[C@H](CCCCN2C[C@H](Cc3ccc(O)cc3)N(Cc3ccccc3)C(=O)C2=O)N(CCc2ccccc2)C1=O	2%
CC(C)C(=O)N1CCC1(C)C(=O)NCc1cc(Cl)ccc1F (stereo not drawn)	24%
COc1ccc(C(=O)c2[nH]c(N)c(C(=O)NCCc3c[nH]c4ccccc34)c2-c2ccc(Cl)cc2)cc1	-34%
O=C1c2ccccc2C(=O)N1CCC#C/C=C1\c2ccccc2C(=O)N1c1ccccc1	0%
CN(C(=O)c1cc(COc2ccc(F)cc2Cl)on1)C1CCOC1 (stereo not drawn)	44%
CCOC(=O)[C@]12CCC=C1N(Cc1ccco1)C(=O)[C@H](CC(=O)N1CCCC1)C2	2%
Cc1ccc(NC(=O)Nc2nnc([C@H]3C[C@H](O)[C@@H](CO)O3)s2)cc1	83%
Cc1cc2nc(-c3ccc(F)cc3)c(CC(C)(C)C)n2c(C)c1Br	-61%
COC(=O)CC1(C(=O)OC)Nc2cc(Cl)c(Cl)cc2S(=O)(=O)N1O (stereo not drawn)	2%
COc1ccccc1S(=O)(=O)N(C)C[C@H]1OCc2cnnn2CCCC(=O)N([C@H](C)CO)C[C@H]1C	16%
O=[N+]([O-])c1ccc(NS(=O)(=O)c2ccc(Cl)c(Cl)c2)cc1	-51%
Cn1c(SCC(=O)NCc2ccco2)nnc1-c1cccc(NC(=O)c2ccccc2)c1	4%
CC1=CC2=C(C=O)C(=O)C(C)(O)C(O)C2=CO1 (stereo not drawn)	9%
CC1(C(=O)NS(=O)(=O)c2cccs2)CCN1C(=O)c1ccco1 (stereo not drawn)	0%
CC1(C(=O)NC2CCCC2)CCC(=O)N1CCOc1ccccc1 (stereo not drawn)	4%
CC(=O)OC[C@@H]1CN(Cc2ccccc2)C[C@H](n2cnc3c(Nc4ccccc4)ncnc32)O1	15%
COc1ccc(C(=O)N2CCC2(C)C(=O)NC(C)C)cc1 (stereo not drawn)	0%
CSCCC(C(=O)Nc1c(C)cccc1C)N(C)CCc1ccccc1 (stereo not drawn)	-7%
CN(c1cc(Cl)c2c(c1)OCO2)c1cc2c(c3c1ccn3C)C1CCC2C1 (stereo not drawn)	-3%
Cc1ccsc1CNC(=O)C1(C)CCN1C(C)C (stereo not drawn)	1%
CC(C)(C)S(=O)N1Cc2cc(C(=O)N3CCOCC3)nc(-c3cccc(Br)c3)c2[C@H]1CCO (stereo partly drawn)	8%
COc1cccc(C=Cc2nccc3ccccc23)c1OC	43%
CC1C(=O)N(Cc2cn(CCC3OCCO3)nn2)CCS(=O)(=O)N1Cc1ccc(-c2cccc(N(C)C)c2)cc1 (stereo not drawn)	2%
COc1ccccc1Cc1c(-c2cccc(Cl)c2)nc2c(C)cc(Br)cn12	-29%
O=C(NCc1ccccc1)c1cc(C2CCCCN2S(=O)(=O)c2cccs2)on1 (stereo not drawn)	-5%
CC1(c2nnnn2Cc2ccccc2)CCC(=O)N1CCc1ccccc1F (stereo not drawn)	6%
O=C(CC[C@H]1O[C@@H](n2cnc3c(NC(=O)c4ccccc4)ncnc32)[C@H](O)[C@@H]1O)NCC1CCCCC1	3%
O=C(O)c1cc([N+](=O)[O-])ccc1-c1ccc([N+](=O)[O-])cc1C(=O)O	1%
CC1C(=O)N(Cc2cn(CCC3OCCO3)nn2)CCS(=O)(=O)N1Cc1ccc(-c2ccc(F)nc2)cc1 (stereo not drawn)	2%
Cc1ccc(S(=O)(=O)N2CCN(c3nc(-c4ccc(CN5CCNCC5)s4)nc4ccccc34)CC2)cc1	-12%
C[C@@H]1CN([C@@H](C)CO)C(=O)CCCn2nncc2CO[C@H]1CN(C)Cc1cccnc1	12%
CC1(C(=O)NCCC(F)(F)F)Cc2c(-c3cccc(C(N)=O)c3)ccnc2O1 (stereo not drawn)	-17%
O=C(C[n+]1ccccc1Br)c1ccc(I)cc1	10%
COc1cc(NC(=O)CSc2nnc3c(n2)[nH]c2ccc(OC)cc23)cc(OC)c1	-7%
Cc1ccc(S(=O)(=O)NCC(=O)NCC(=O)NCCc2ccc(Cl)cc2)cc1C	-21%
CCOC(=O)N1CCN(C(=O)C[C@@H]2C[C@@]3(C(=O)OC)CCCCC=C3N(Cc3ccc(Cl)cc3Cl)C2=O)CC1	-28%
Cc1cn([C@H]2C[C@H](O)[C@@H](CNCc3ccccc3)O2)c(=O)[nH]c1=O	6%
COc1ccc(CC(N)c2csc(NC(=O)Nc3ccc(C(C)C)cc3)n2)cc1 (stereo not drawn)	-69%
CC1(C)CC(=O)C=C(c2ccc(COC(=O)/C=C/c3ccccc3)cc2)C1=O	-7%
NC(=O)c1cccc(Nc2nc(C(N)Cc3ccc(C(F)(F)F)cc3)cs2)n1 (stereo not drawn)	-32%
COc1ccc(CN2C(=O)C(CC(=O)NCc3ccco3)CC(C(=O)N3CCOCC3)=C2C)cc1 (stereo not drawn)	1%
CCNC(=O)N(C)c1c(CC)nc2ccc(C(=O)N3CCN(C(C)=O)CC3)cn12	-10%
COc1ccc(NC(=O)C[C@H]2C(=O)N(CCc3ccccc3)C[C@@H]2C)cc1	8%
COCCNC(=O)C1(C)CCCN(Cc2ccc(-c3ccccc3)o2)C1 (stereo not drawn)	-3%
CCCN1CCN(C(=O)c2ccc(S(=O)(=O)N(C)c3ccccc3OC)cc2)CC1	10%
O=C(CCNC(=O)N1CC(=O)Nc2ccccc21)NCc1ccccc1Cl	-28%
Cc1ccc(-c2c(C#N)c(N)n(-c3ccc(Cl)cc3)c(=O)c2C#N)cc1	10%
NC(=O)N1CCN(CCCN2c3ccccc3Sc3cc(Cl)ccc32)CC1	-27%
O=C(CCC(C(=O)c1ccccc1)c1ccccc1)c1ccccc1 (stereo not drawn)	-27%
CN(C)c1ccc(N=Cc2ccncc2)cc1	u
CC(=O)Nc1ccc(C(=O)N2CCCC(c3cc(C(=O)Nc4ccccc4Cl)no3)C2)cc1 (stereo not drawn)	13%
O=C(CSc1ncccn1)N(Cc1cccnc1)C(CCc1ccccc1)c1nc2ccccc2[nH]1 (stereo not drawn)	-11%
CNC(C)C(=O)NC(C(=O)N1CCCC1C(=O)Nc1ccc2[nH]ccc2c1)C(C)C (stereo not drawn)	11%
COc1cc(OC)cc(-c2noc(-c3csc([C@H]4C[C@H](O)[C@@H](CO)O4)n3)n2)c1	3.2µM*
COc1cc(OC)cc(-c2c(Sc3ccccc3)c3cc(-c4ccc(OC)c(OC)c4)ccc3n2C)c1	2%
Cc1cccc(C)c1NC(=O)C1c2ccccc2OCC(=O)N1CCCN1CCOCC1 (stereo not drawn)	16%
NC(c1ccc(F)c(F)c1)c1nc(-c2cncnc2)cs1 (stereo not drawn)	-19%
COC(=O)C(CCC(=O)CN1C(=O)c2ccccc2C1=O)N1C(=O)c2ccccc2C1=O (stereo not drawn)	-9%
OC(c1ccc(F)c(F)c1)c1nc(-c2ccoc2)cs1 (stereo not drawn)	0%
c1ccc(Cn2c(Cn3c(-c4cnccn4)nc4ccccc43)nc3ccccc32)cc1	-37%

Rewritten with each value named: four of the compounds above.
O=C(CCC(C(=O)c1ccccc1)c1ccccc1)c1ccccc1 (stereo not drawn)
  BRCA1 expr up: -27%

O=C(CCNC(=O)N1CC(=O)Nc2ccccc21)NCc1ccccc1Cl
  BRCA1 expr up: -28%

COc1cc(OC)cc(-c2noc(-c3csc([C@H]4C[C@H](O)[C@@H](CO)O4)n3)n2)c1
  BRCA1 expr up: 3.2µM*

NC(=O)N1CCN(CCCN2c3ccccc3Sc3cc(Cl)ccc32)CC1
  BRCA1 expr up: -27%

Continued.
SMILES	BRCA1 expr up
O=C(Nc1cccc(S(=O)(=O)C(F)(F)F)c1)[C@@H]1O[C@H](CO)[C@@H](O)[C@H]1O	17%
CCCCN(C=O)c1c(CC)nc2c(OCC(=O)C(C)(C)C)cccn12	3%
C[C@H]1CN([C@@H](C)CO)C(=O)c2cc(-c3cccnc3)cnc2O[C@H]1CN(C)Cc1ccc(Oc2ccccc2)cc1	-6%
O=C(c1[nH]c(C(F)(F)F)nc1-c1ccccc1)N1CCc2c([nH]c3ccccc23)C1	-41%
CC1(C(=O)NCc2cccc3ccccc23)CCN1C(=O)C1(c2ccccc2)CCCC1 (stereo not drawn)	-29%
O=C1C(=Cc2cn(-c3ccccc3)nc2-c2ccc(OCc3ccccc3)cc2)SC(=S)N1CCS(=O)(=O)O	-41%
Cc1ccc2c(c1)CCO[C@@]21O[C@H](CCO)C[C@H](O)[C@H]1O	1%
C[C@@H]1CN([C@@H](C)CO)S(=O)(=O)c2ccc(Br)cc2O[C@@H]1CN(C)C(=O)NC1CCCCC1	-8%
CCCN(CCC)c1nc(N)nc(C#N)n1	0%
COc1ccc(F)cc1-c1cc(NC=O)c2ncc(-c3cccc(C(=O)N(C)C)c3)n2c1	-63%
O=C(NC1CCCc2ccccc21)c1cnn2c1NC(=C1CC1)C=C2C(F)F (stereo not drawn)	-29%
CCN(CC(=O)Nc1ccc(NC(C)=O)cc1)C(=O)C1CC(=O)N(c2ccc3c(c2)OCCO3)C1 (stereo not drawn)	-10%
Cc1cc2oc(=O)cc(CN3CCN(c4ccc(Cl)c(Cl)c4)CC3)c2cc1Cl	3%
CCCS(=O)(=O)NC(=O)C1(C)CCN1C(=O)Cc1ccc(-c2ccccc2)cc1 (stereo not drawn)	19%
Cc1c(O)c2c(c(C(=O)/C=C/c3ccccc3)c1O)OC(C)(C)C=C2	-43%
O=C(Nc1cccc2cccnc12)OCc1ccccc1	-8%
COc1ccc(-c2oc3c(c2C#CC2(O)CCCCC2)C(OC)CCC3)cc1 (stereo not drawn)	11%
COC[C@@H]1CCCN1[C@@H]1CS(=O)(=O)N[C@H]1COCc1ccccc1	0%
CCN(CC)C(=O)C1=C(C)N(CCCOC)C(=O)C(CC(=O)NCCCCc2ccccc2)C1 (stereo not drawn)	0%
COc1ccc(CN2C(=O)C(CC(=O)NCc3cccs3)CC(C(=O)N3CCOCC3)=C2C)cc1 (stereo not drawn)	0%

Printed as active in BRCA1 expr up (from the list above):
SMILES	BRCA1 expr up
COc1cc(OC)cc(-c2noc(-c3csc([C@H]4C[C@H](O)[C@@H](CO)O4)n3)n2)c1	3.2µM*

More results:
SMILES	BRCA1 expr up
COc1cc(NC(=O)c2cc(-c3ccc(F)cc3OC(C)C)n[nH]2)cc(OC)c1OC	-26%
CN1CCN(C(=O)c2cccc3c(-c4ccc(F)c(F)c4)coc23)CC1	2%
O=C1c2ccccc2NC(c2ccc3c(c2)OCO3)N1Cc1ccco1 (stereo not drawn)	-19%
O=C1NC[C@H](CCCCN2C[C@H](Cc3ccc(O)cc3)N(CCc3ccccc3)C(=O)C2=O)N(CC2CCCCC2)C1=O	0%
COc1ccc(-c2nc(N3CCN(S(=O)(=O)c4ccc(C)cc4)CC3)c3ccccc3n2)cc1	55%
C(=Nc1ccc(/C=C/c2ccnc3ccccc23)cc1)c1ccco1	10%
CC(C)(C)OC(=O)[C@H](Cc1ccccc1)NC(=O)c1ncn2c1c(=O)[nH]c1ccc(Br)cc12	1%
Cn1c2nc(=O)n(-c3ccccc3)c(=O)c-2nc2c1CCCC2	-20%
CC(C)NC(=O)c1ccc(COc2cccc3ccccc23)o1	-25%
CN1NC(c2ccccc2)NN(C)C1=O	10%
CC(=O)Nc1ccc(NC(=O)C2Cc3c(-c4ccc(Cl)cc4)ccnc3O2)cc1 (stereo not drawn)	-15%
OC(c1ccc(Cl)c(F)c1)c1ncc(-c2ccccc2F)[nH]1 (stereo not drawn)	-4%
CC(=O)NC(c1ccc(F)c(F)c1)c1nc(-c2ccncc2)cs1 (stereo not drawn)	0%
O=C(CSc1nc2ccccc2c(=O)n1-c1ccccc1)Nc1ccc2c(c1)CCC2	-20%
CCOC(=O)[C@]12CCC=C1N(Cc1ccccc1)C(=O)[C@H](CC(=O)NCC1CCCCC1)C2	4%
CCOC(=O)C1=CCN(S(=O)(=O)c2ccccc2Br)C1c1ccc(Cl)c(Cl)c1 (stereo not drawn)	0%
CSc1ccccc1C(=O)OCC(=O)NC1CCCCCCC1	7%
COc1ccccc1OCC(=O)NCC1CCCN(C(=O)c2cccc(C)c2)C1 (stereo not drawn)	-6%
C#CCN(C[C@H]1[C@H](OC(=O)Nc2c(C)noc2C)[C@H](OC(=O)Nc2c(C)noc2C)C[C@H]2C(=O)N(c3ccccc3)C(=O)[C@@H]12)S(=O)(=O)c1ccc(C)cc1	-2%
C[C@H]1CN([C@@H](C)CO)C(=O)CCCn2nncc2CO[C@@H]1CN(C)C(=O)Nc1ccc2c(c1)OCO2	0%

For reference, 4 of the compounds above:
SMILES	BRCA1 expr up
COc1cc(NC(=O)c2cc(-c3ccc(F)cc3OC(C)C)n[nH]2)cc(OC)c1OC	-26%
CN1CCN(C(=O)c2cccc3c(-c4ccc(F)c(F)c4)coc23)CC1	2%
O=C1c2ccccc2NC(c2ccc3c(c2)OCO3)N1Cc1ccco1 (stereo not drawn)	-19%
O=C1NC[C@H](CCCCN2C[C@H](Cc3ccc(O)cc3)N(CCc3ccccc3)C(=O)C2=O)N(CC2CCCCC2)C1=O	0%
